IDH1 R132H inh: blocks human IDH1 R132H reductase activity; O75874; diaphorase/resazurin fluorescence, 60 min; inhibition, % at 10 µM; 70,000 tested, 0.18% active; AID 624101; in the data active = inhibition above about 34%;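 also: 0% = DMSO and 100% = no enzyme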
Target sequence (O75874 whole entry R132H): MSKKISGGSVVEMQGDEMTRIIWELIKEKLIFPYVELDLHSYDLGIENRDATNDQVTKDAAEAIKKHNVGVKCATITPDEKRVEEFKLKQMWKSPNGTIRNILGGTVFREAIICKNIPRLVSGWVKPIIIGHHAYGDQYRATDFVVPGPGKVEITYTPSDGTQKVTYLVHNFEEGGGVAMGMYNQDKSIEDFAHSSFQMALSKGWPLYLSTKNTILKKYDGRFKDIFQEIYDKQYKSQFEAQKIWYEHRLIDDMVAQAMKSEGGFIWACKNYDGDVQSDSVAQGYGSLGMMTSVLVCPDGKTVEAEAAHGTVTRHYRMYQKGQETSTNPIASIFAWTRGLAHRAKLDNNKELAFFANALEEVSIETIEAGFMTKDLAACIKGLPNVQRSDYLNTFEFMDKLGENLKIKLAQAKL
EZH2 inh: blocks human EZH2/PRC2 H3K27 methylation; AID 651548; Q15910; inhibition, % at 12.5 µM; DELFIA TRF, 1 h; 57,000 tested, 0.35% active;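 active = mean inhibition of replicates at least 50% and every single replicate also reaching 50%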;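 also: dimethyl H3K27 on biotinylated H3 21-44 peptide detected by antibody; plate controls were median neutral control wells for no effect and median positive control wells for full effect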
* hit, by the source's call; x = no result given. Only part of the results is shown; count on the stated rates, not on these rows.

Fields: IDH1 R132H inh | EZH2 inh
1	CCC(=O)N1C[C@@H](C)[C@@H](OC)CN(C)C(=O)c2ccc(NC(=O)c3ccccc3)cc2OC[C@@H]1C
→ -0.2 | 7
2	C[C@@H]1CN([C@@H](C)CO)C(=O)Cc2cc(NS(=O)(=O)c3cn(C)cn3)ccc2O[C@H]1CN(C)C(=O)Nc1ccccc1
→ -0.5 | x
3	C[C@H](CO)N1C[C@H](C)[C@H](CN(C)Cc2ccc(F)cc2)Oc2ncc(-c3cccc(C(F)(F)F)c3)cc2C1=O
→ -0.1 | x
4	C[C@@H]1CN([C@@H](C)CO)C(=O)Cc2cc(NC(=O)Nc3cccc4ccccc34)ccc2O[C@H]1CN(C)C(=O)Nc1ccc2c(c1)OCO2
→ 0.0 | x
5	CO[C@@H]1CN(C)C(=O)c2ccc(NC(=O)C3CC3)cc2OC[C@@H](C)N(C(=O)c2ccccc2)C[C@H]1C
→ 0.2 | 1
6	C[C@@H]1CN([C@H](C)CO)C(=O)c2cc(NC(=O)CCN3CCOCC3)ccc2O[C@H]1CN(C)C(=O)NC1CCCCC1
→ 0.2 | x
7	C[C@@H]1CN([C@@H](C)CO)C(=O)Cc2cc(NC(=O)Nc3cccc4ccccc34)ccc2O[C@H]1CN(C)Cc1ccncc1
→ 0.9 | -18
8	COc1ccc(NC(=O)N(C)C[C@@H]2OCc3cnnn3CCCC(=O)N([C@@H](C)CO)C[C@H]2C)c(OC)c1
→ -2.3 | x
9	O=C(NCC[C@H]1CC[C@@H](NC(=O)C2CCC2)[C@@H](CO)O1)c1cnccn1
→ -0.3 | 15
10	C[C@H]1CCCCO[C@H](CN(C)Cc2ccncc2)[C@@H](C)CN([C@@H](C)CO)C(=O)c2cc(NC(=O)c3ccccc3)ccc2O1
→ x | -5
11	CC(C)NC(=O)N(C)C[C@H]1Oc2ccc(NS(C)(=O)=O)cc2C(=O)N([C@H](C)CO)C[C@@H]1C
→ 1.0 | -2
12	CC(C)NC(=O)N[C@@H]1C=C[C@@H](CC(=O)NCCN2CCCC2)O[C@@H]1CO
→ 0.4 | 5
13	C[C@H](CO)N1C[C@H](C)[C@H](CN(C)Cc2ccc(C(=O)Nc3ccccc3N)cc2)Oc2ccc(NS(=O)(=O)c3ccccc3)cc2C1=O
→ x | -1
14	COc1ccc([Si](C)(C)[C@H]2[C@H](CCO)O[C@@]3(C(=O)N(C)c4ccccc43)[C@@H]2C)cc1
→ -1.0 | 25
15	C[C@@H]1CN([C@@H](C)CO)C(=O)c2cc(NC(=O)NC3CCCCC3)ccc2O[C@@H]1CN(C)Cc1ccccc1
→ 0.4 | -3

(list continues)
Fields: IDH1 R132H inh | EZH2 inh
16	CC1CCc2c(sc(NC(=S)NC(=O)c3ccc(-c4ccc(Cl)cc4)o3)c2C(N)=O)C1 (stereo not given)
→ 0.5 | 13
17	C[C@@H]1CN([C@@H](C)CO)C(=O)c2cc(NS(=O)(=O)c3ccc(Cl)cc3)ccc2O[C@@H](C)CCCCO[C@H]1CN(C)C(=O)Nc1cccc2ccccc12
→ 6.3 | x
18	COc1cccc(-c2cnc3c(c2)C(=O)N([C@H](C)CO)C[C@H](C)[C@H](CN(C)C(=O)NC2CCCC2)O3)c1
→ -5.7 | x
19	CCN(CC(N)=O)S(=O)(=O)c1ccc(OC)cc1
→ 0.0 | 5
20	C[C@H](O)C#Cc1ccc2c(c1)O[C@H](CN(C)C(=O)C1CCCCC1)[C@@H](C)CN([C@H](C)CO)S2(=O)=O
→ 0.0 | 13
21	C[C@H](CO)N1C[C@H](C)[C@H](CN(C)C(=O)Nc2ccc(F)cc2)Oc2ccc(NS(=O)(=O)c3cccs3)cc2CC1=O
→ -0.7 | x
22	CC(C)(C)[C@H]1C=C(C(=O)NCc2ccccc2)O[C@@H](OCc2ccc(CO)cc2)C1
→ x | 0
23	C[C@@H]1CN([C@@H](C)CO)C(=O)c2cccc(NC(=O)c3ccc(-c4nccs4)cc3)c2O[C@@H]1CN(C)CC1CCCCC1
→ x | -12
24	COc1cc(-c2nnn(CC(=O)Nc3c(C)cccc3C)n2)cc(OC)c1OC
→ 0.0 | 6
25	C[C@@H]1CN([C@@H](C)CO)C(=O)c2cccc(NS(=O)(=O)c3ccc(F)cc3)c2O[C@@H]1CN(C)C
→ 0.8 | x
26	CNC[C@@H]1Oc2cc(-c3ccc(OC)cc3)ccc2S(=O)(=O)N([C@H](C)CO)C[C@H]1C
→ 2.0 | -4
27	CCC(=O)N(C)C[C@H]1Oc2cc(/C=C/c3ccccc3)ccc2S(=O)(=O)N([C@@H](C)CO)C[C@H]1C
→ -0.4 | -4
28	C[C@@H]1CN([C@@H](C)CO)C(=O)c2cccc(NC(=O)Nc3ccc(C(F)(F)F)cc3)c2O[C@H]1CN(C)Cc1ccc(C(=O)Nc2ccccc2N)cc1
→ x | -35
29	CCCNC(=O)C[C@@H]1C[C@H]2c3cc(NC(=O)NC4CCCCC4)ccc3O[C@H]2[C@@H](CO)O1
→ -0.4 | 2
30	C[C@@H]1CCCCO[C@@H](CN(C)C(=O)Nc2ccccc2)[C@@H](C)CN([C@@H](C)CO)C(=O)c2cc(NS(=O)(=O)c3ccccc3)ccc2O1
→ 1.2 | x

Next part:
Fields: IDH1 R132H inh | EZH2 inh
31	C[C@@H]1CN([C@@H](C)CO)C(=O)c2cc(C3=CCCCC3)cnc2O[C@H]1CN(C)Cc1ccccn1
→ -0.3 | 5
32	COc1ccccc1NC(=O)CSc1nnc(-c2ccc(Cl)cc2)o1
→ -0.2 | x
33	C[C@H]1CN([C@@H](C)CO)C(=O)c2cc(NC(=O)Nc3ccc(F)cc3)ccc2O[C@@H]1CN(C)Cc1ccccc1
→ 0.0 | -12
34	COc1ccc(S(=O)(=O)Nc2cccc3c2O[C@@H](CN(C)C(=O)Nc2ccccc2)[C@H](C)CN([C@@H](C)CO)C3=O)cc1
→ -4.0 | x
35	CN(C)c1ccc(/C=N/NC(=O)CCCCC(=O)NO)cc1
→ -0.3 | 10
36	C[C@@H]1CCCCO[C@H](CN(C)Cc2ccc(C(F)(F)F)cc2)[C@H](C)CN([C@@H](C)CO)C(=O)c2cc(NS(C)(=O)=O)ccc2O1
→ -3.5 | x
37	NS(=O)(=O)c1cc2c(cc1Cl)NC(C1CC3C=CC1C3)NS2(=O)=O (stereo not given)
→ 0.1 | x
38	C[C@H]1CN([C@@H](C)CO)C(=O)c2cc(NC(=O)c3ccncc3)ccc2O[C@H]1CN(C)Cc1ccc(Cl)c(Cl)c1
→ 0.5 | 1
39	COc1ccc(C)cc1S(=O)(=O)N(C)CC(=O)Nc1cccc(F)c1
→ -0.3 | -5
40	C[C@@H]1CN([C@@H](C)CO)C(=O)c2cc(NC(=O)Cc3cn(C)c4ccccc34)ccc2O[C@H]1CN(C)Cc1ccccc1
→ x | -18
41	O=C(C[C@@H]1C[C@@H]2c3cc(NC(=O)C4CCC4)ccc3O[C@@H]2[C@H](CO)O1)NCc1ccncc1
→ 0.0 | 8
42	CCCNC(=O)Nc1ccc2c(c1)OC[C@H](C)N(Cc1ccncc1)C[C@H](C)[C@@H](OC)CN(C)C2=O
→ 0.4 | 12
43	O=C(C[C@@H]1CC[C@@H](NC(=O)Cc2ccccn2)[C@@H](CO)O1)NCCc1ccncc1
→ 0.4 | 5
44	COc1ccc(NC(=O)N(C)C[C@@H]2OCc3cn(nn3)CCCC(=O)N([C@@H](C)CO)C[C@@H]2C)cc1
→ -0.4 | -2
45	C[C@@H]1CCCCO[C@H](CN(C)Cc2ccc3c(c2)OCO3)[C@H](C)CN([C@@H](C)CO)C(=O)c2cc(NC(=O)NC3CCCCC3)ccc2O1
→ 1.8 | x

Further structures.
entry	molecule	IDH1 R132H inh	EZH2 inh
46	CNC[C@@H]1Oc2c(NS(=O)(=O)c3cn(C)cn3)cccc2C(=O)N([C@@H](C)CO)C[C@@H]1C	1.4	14
47	C[C@@H]1CN([C@H](C)CO)C(=O)c2cccc(NC(=O)Nc3ccc4c(c3)OCO4)c2O[C@H]1CN(C)S(=O)(=O)c1cccs1	1.6	x
48	Cc1ccc(S(=O)(=O)N(C)C[C@@H]2Oc3ccc(NC(=O)C4CC4)cc3C(=O)N([C@@H](C)CO)C[C@@H]2C)cc1	2.3	0
49	C[C@H]1CN([C@@H](C)CO)C(=O)Cc2cc(NC(=O)c3ccncc3)ccc2O[C@@H]1CN(C)C(=O)NC1CCCCC1	3.0	-4
50	O=C(CSc1nnc(-c2ccncc2)o1)Nc1ccccc1	-0.2	10
51	COc1cccc(-c2cc(C(F)(F)F)n3nc(C(=O)Nc4c(C#N)cnn4C)cc3n2)c1	0.1	-1
52	C[C@H]1CN([C@@H](C)CO)C(=O)c2cccc(NS(=O)(=O)c3ccc(Cl)cc3)c2O[C@@H]1CN(C)Cc1ccccc1	7.9	-10
53	COc1ccc(S(=O)(=O)Nc2ccc3c(c2)C(=O)N([C@H](C)CO)C[C@H](C)[C@@H](CN(C)S(=O)(=O)c2c(C)noc2C)OCCCC[C@@H](C)O3)cc1	-0.7	x
54	COC(=O)C[C@H]1C[C@H]2c3cc(N(C)C)ccc3O[C@H]2[C@H](CO)O1	-18	-8
55	COc1cccc(CNC(=O)C[C@@H]2C=C[C@@H](NS(=O)(=O)c3ccccc3OC)[C@H](CO)O2)c1	-0.2	1

(cont.)
entry	molecule	IDH1 R132H inh	EZH2 inh
56	C[C@@H]1CN([C@H](C)CO)C(=O)Cc2cc(NS(C)(=O)=O)ccc2O[C@@H]1CN(C)CC1CCCCC1	-0.1	4
57	C[C@@H]1CN([C@@H](C)CO)C(=O)c2cc(NC(=O)CCCN(C)C)ccc2O[C@@H]1CN(C)S(=O)(=O)c1ccc(F)cc1	2.1	-1
58	O=C(C1=C[C@H](c2ccc(C(F)(F)F)cc2)C[C@H](OCc2ccc(CO)cc2)O1)N1CCOCC1	x	2
59	CCC(=O)N1C[C@H](C)[C@@H](OC)CN(C)C(=O)c2ccc(NC(=O)c3ccc(F)cc3)cc2OC[C@H]1C	0.3	-4
60	C[C@H]1CN([C@@H](C)CO)C(=O)Cc2cc(NC(=O)C3CCCCC3)ccc2O[C@@H]1CN(C)S(=O)(=O)c1cn(C)cn1	-0.3	x
61	C[C@@H]1CN([C@H](C)CO)C(=O)c2cc(Br)cnc2O[C@H]1CN(C)C(=O)C1CCOCC1	-3.2	x
62	CC1(C)Cc2nc3nc(SCC(=O)Nc4ccccc4)n(-c4ccccc4)c(=O)c3cc2CO1	0.3	3
63	C[C@@H]1CN([C@@H](C)CO)C(=O)c2cccc(N(C)C)c2O[C@@H]1CN(C)S(=O)(=O)c1ccc(Cl)cc1	0.8	x
64	COc1cc(S(=O)(=O)n2cnc3ccccc32)c(OC)cc1Cl	-0.7	-18
65	COCC(=O)Nc1ccc2c(c1)OC[C@@H](C)N(C(=O)c1ccccn1)C[C@@H](C)[C@H](OC)CN(C)C2=O	x	4

Among those listed so far, these contain a CF3 group.
entry	molecule	IDH1 R132H inh	EZH2 inh
3	C[C@H](CO)N1C[C@H](C)[C@H](CN(C)Cc2ccc(F)cc2)Oc2ncc(-c3cccc(C(F)(F)F)c3)cc2C1=O	-0.1	x
28	C[C@@H]1CN([C@@H](C)CO)C(=O)c2cccc(NC(=O)Nc3ccc(C(F)(F)F)cc3)c2O[C@H]1CN(C)Cc1ccc(C(=O)Nc2ccccc2N)cc1	x	-35
36	C[C@@H]1CCCCO[C@H](CN(C)Cc2ccc(C(F)(F)F)cc2)[C@H](C)CN([C@@H](C)CO)C(=O)c2cc(NS(C)(=O)=O)ccc2O1	-3.5	x
51	COc1cccc(-c2cc(C(F)(F)F)n3nc(C(=O)Nc4c(C#N)cnn4C)cc3n2)c1	0.1	-1
58	O=C(C1=C[C@H](c2ccc(C(F)(F)F)cc2)C[C@H](OCc2ccc(CO)cc2)O1)N1CCOCC1	x	2

2 records drawn at random from the list so far, as already listed:
entry	molecule	IDH1 R132H inh	EZH2 inh
56	C[C@@H]1CN([C@H](C)CO)C(=O)Cc2cc(NS(C)(=O)=O)ccc2O[C@@H]1CN(C)CC1CCCCC1	-0.1	4
63	C[C@@H]1CN([C@@H](C)CO)C(=O)c2cccc(N(C)C)c2O[C@@H]1CN(C)S(=O)(=O)c1ccc(Cl)cc1	0.8	x

Next results follow.
entry	molecule	IDH1 R132H inh	EZH2 inh
66	C[C@H]1CN([C@@H](C)CO)S(=O)(=O)c2ccc(C3=CCCCC3)cc2O[C@@H]1CN(C)Cc1ccccc1F	x	23
67	Cc1noc(C)c1S(=O)(=O)N(C)C[C@@H]1Oc2ccc(NC(=O)NC3CCCCC3)cc2CC(=O)N([C@@H](C)CO)C[C@@H]1C	1.4	x
68	CC(C)NC(=O)Nc1cccc2c1O[C@@H](CN(C)CC1CCCCC1)[C@H](C)CN([C@@H](C)CO)C2=O	0.7	x
69	Cc1noc(C)c1S(=O)(=O)N(C)C[C@@H]1OCCCC[C@H](C)Oc2ccc(NC(=O)Nc3ccc4c(c3)OCO4)cc2C(=O)N([C@H](C)CO)C[C@@H]1C	1.7	x
70	COc1ccc(S(=O)(=O)Nc2ccc3c(c2)C(=O)N([C@H](C)CO)C[C@@H](C)[C@@H](CN(C)CC2CCCCC2)O3)cc1	0.6	-8
71	CO[C@@H]1CN(C)C(=O)c2ccc(NS(=O)(=O)c3cccc(C)c3)cc2OC[C@@H](C)NC[C@H]1C	-0.1	5
72	C[C@@H]1CN([C@H](C)CO)C(=O)c2cc(NC(=O)Nc3ccccc3)ccc2O[C@@H]1CN(C)Cc1ccc(Oc2ccccc2)cc1	0.1	x
73	COc1cccc(S(=O)(=O)Nc2ccc3c(c2)C(=O)N(C)C[C@@H](OC)[C@@H](C)CN(Cc2ccccc2F)[C@@H](C)CO3)c1	-0.2	20
74	Cc1noc(C)c1NC(=O)N(C)C[C@@H]1Oc2cc(C#CCC3CCCC3)ccc2S(=O)(=O)N([C@H](C)CO)C[C@H]1C	x	-17
75	C[C@H](CO)N1C[C@H](C)[C@@H](CN(C)Cc2ccncc2)Oc2ccc(NS(=O)(=O)c3ccc(F)cc3)cc2CC1=O	5.6	-7
76	O=C(C[C@@H]1C=C[C@H](NC(=O)C2CCC2)[C@H](CO)O1)NC1CCCCC1	-0.5	1
77	O=C(C[C@H]1CC[C@@H](NC(=O)c2ccncc2)[C@H](CO)O1)Nc1ccccc1	0.1	-3
78	C=CCn1c2ccccc2n2nc(CCC(=O)O)c(=O)nc12	-0.2	5
